# Assay outcomes as filed in PubChem.
# bCat nuc transl – modulators of beta-catenin nuclear translocation; HeLa beta-catenin nuclear translocation, immunofluorescence imaging; nuclear translocation activity, % at 5 µM; actives 0.3% (n = 190,000); AID 1665;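 active = nuclear translocation activity above 50% at 5 µM, with a well cell count of 50 or more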;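 also: per-cell ratio of nuclear to cytoplasmic median beta-catenin stain intensity; plate controls were DMSO negative control for no effect and GSK-3 inhibitor IX positive control for full effect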
#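 System: Human HeLa cells, endogenous beta-catenin | Compound dosing: 5 µM primary, 0.02–20 µM confirmation | Timing: 24 h compound exposure at 37°C, 5% CO2 | Measured by: Fluorescence imaging of beta-catenin antibody stain plus DAPI | Read-out basis: % activation of per-cell nuclear versus cytoplasmic median beta-catenin signal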
# K1F lysis inhibition – protection from phage-mediated lysis, alamar blue read-out – E. coli UTI89, K1F phage, bacterial capsule biogenesis inhibitors (AID 488966); E. coli UTI89 K1F phage lysis, alamar blue, 2 h; higher % means a stronger effect; inhibition, % at 100 µM; hits with a dose series show IC50 in µM; actives 0.02% (n = 340,000);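 active = phage lysis inhibition, versus mean bacterial control, above a set limit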;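 also: capsule biogenesis inhibitors block K1F phage lysis so surviving cells raise fluorescence; higher fluorescence means more inhibition of phage lysis; actives were called in the ten point dose series up to 300 µM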
# MT stabilize HCS – stabilizes microtubules in HeLa cells; HeLa tubulin immunostaining HCS, 24 h; share of cells brighter than vehicle mean+2SD; % tubulin-high responders, % at 10 µM; actives 0.83% (n = 200,000); AID 2205;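 active = plate Z-score above 3 for both tubulin-high and condensed-nucleus cell shares, with cell loss under 80%, at 10 µM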;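 also: anti alpha tubulin signal scored within the nucleus-defined area of each cell; some results filed as inactive read as strong as hits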
# P. falciparum M17LAP – P. falciparum M17LAP inhibitors, primary screen, biochemical, fluorogenic H-Leu-NHMec substrate, 1536-well (AID 1619); recombinant M17LAP, H-Leu-NHMec fluorogenic kinetic assay; higher % means a stronger effect; actives 0.38% (n = 220,000); inhibition, % at 30 µM; hits with a dose series show IC50 in µM;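 active = compound inhibiting the enzyme by more than half at any dose during confirmatory dose-response retesting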;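 also: plate controls were full reaction with DMSO carrier for no effect and no enzyme background for full effect; strong numbers were not always called active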
# Autophagy mod – alters autophagy in cells; MEF GFP-LC3 puncta imaging; test concentration mostly 10 µM; calls only at 10 µM (by protocol); actives 0.98% (n = 190,000); AID 463193;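 active = percentage of spot-positive cells more than 3 SD above its plate mean, without a fluorescence outlier flag or 80% toxicity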;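 also: spot-positive cell cutoff set from DMSO-treated cells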
# P. falciparum M1AAP – malaria alanyl aminopeptidase activity blockers – biochemical, fluorogenic H-Leu-NHMec substrate, 1536-well (AID 1445) | recombinant M1AAP, H-Leu-NHMec fluorogenic kinetic assay; higher % means a stronger effect | inhibition, % at 30 µM, or IC50 in µM where a hit was titrated | actives 0.42% (n = 220,000);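 active = primary inhibition above the hit cutoff, then over 50% inhibition at one or more dose response concentrations, cut at about 23% in these data, passing the limit was not always enough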;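 also: plate controls were DMSO full reaction for no effect and no enzyme background for full effect; strong numbers were not always called active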
# Ins promoter up – MIN6 insulin promoter up-regulation; MIN6 insulin promoter-GFP reporter, high-content imaging; stronger effect = higher value; z-score at 5 µM; actives 0.3% (n = 190,000);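 active = z-score above 3 at 5 µM with at least 500 cells counted in the well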
# Dynein cargo inh – dynein cargo transport inhibition; 3617.4 mouse cells, GR-EGFP nuclear translocation imaging; test concentration mostly 20 µM; stimulated with dexamethasone, 1 µM; stronger effect = lower value; z-score, hits read low; actives 0.47% (n = 220,000); AID 1381;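 active = plate z-score of nuclear minus cytoplasmic receptor signal below a set negative limit, without overly bright fluorescence or cell loss, cut at about -3.5 in these data, passing the limit was not always enough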;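 also: z-score of nuclear minus cytoplasmic ring GR-EGFP intensity difference per well; some compounds called inactive have numbers as strong as hits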
#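 medium = tetracycline-free induction medium containing charcoal-stripped FBS | probe or stimulus = dexamethasone, 1.0 µM final | timing = 48 h induction, then 1 h compound, then 30 min agonist, 37 °C | detection = automated 10x imaging of fixed Hoechst-stained cells | read-out basis = nuclear versus cytoplasmic GR-EGFP signal, averaged per well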
# ER stress rescue – rescue of cells from ER stress-induced death, primary screen, 384-well, CSM14.1, thapsigargin, ATP luminescence (AID 1222). CSM14.1 thapsigargin-induced death rescue, ATP luminescence; higher % means a stronger effect. 190,000 tested, under 10 active. one-dose cellular ATP content (survival), % at 20 µM; EC50 in µM for titrated hits;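 active = EC50 below 50 µM in the dose-response confirmation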;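 also: death triggered by thapsigargin at about 15 µM added after 2 h compound pretreatment; cell ATP read after overnight thapsigargin exposure of roughly 18 to 22 hours; normalized against plate controls of thapsigargin alone and 5% DMSO vehicle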
# Dynein cargo inh cytoplasmic EGFP – also measured in Dynein cargo inh; calls as there; z-score; measured here: cytoplasmic GR-EGFP intensity; stronger effect = higher value
# Dynein cargo inh nuclear GR-EGFP – second read-out of Dynein cargo inh, no call of its own (marks repeat the call); z-score; measured here: nuclear GR-EGFP intensity;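 lower value marks the stronger effect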
# Dynein cargo inh cell count – further read-out of Dynein cargo inh, marked with its call; z-score; measured here: cell count per field
# Ins promoter up cell count – recorded beside Ins promoter up, whose call it bears; cell count; measured here: cytotoxicity, nuclei count;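 total cells summed across four imaged fields per well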
# bCat nuc transl cell count 5 µM – also measured in bCat nuc transl; calls as there; cell count; measured here: cell count, cytotoxicity flag
# MT stabilize HCS Hoechst-high % – second read-out of MT stabilize HCS, no call of its own (marks repeat the call); % Hoechst-high responders; measured here: nuclear condensation Hoechst responders;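 share of cells brighter than vehicle mean plus two SD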
# MT stabilize HCS cytotoxicity % – recorded beside MT stabilize HCS, whose call it bears; toxicity, %; measured here: cytotoxicity by cell density;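 0% = mean cell density of plate MIN control wells and 100% = no cells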
# Autophagy mod cell loss 18 h – recorded beside Autophagy mod, whose call it bears; toxicity, %; measured here: cell loss, nuclei count;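 cell loss after 18 h compound exposure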
# * hit, by the source's call; i = inactive; / = no result given; [ ] = dose if it differs, or a comment.
SMILES,bCat nuc transl,bCat nuc transl cell count 5 µM,K1F lysis inhibition,MT stabilize HCS,MT stabilize HCS Hoechst-high %,MT stabilize HCS cytotoxicity %,P. falciparum M17LAP,Autophagy mod,Autophagy mod cell loss 18 h,P. falciparum M1AAP,Ins promoter up,Ins promoter up cell count,Dynein cargo inh,Dynein cargo inh cytoplasmic EGFP,Dynein cargo inh nuclear GR-EGFP,Dynein cargo inh cell count,ER stress rescue
COc1ccc(C2=NOC(CNC(=S)N3CCOCC3)C2)cc1 (stereo unspecified),0.3,1259,-0.1%,/,/,/,2%,/,/,2%,-0.48,1144,0.56,-0.1,0.073,0.52,/
CN(C)c1nc(SCC#N)nc(N2CCOCC2)n1,-1.8,1349,-0.2%,3.7,2.4,4.8,-4%,i,-1,4%,-0.88,1672,0.038,-0.24,-0.85,0.092,-0.8%
CCOC(=O)C1C(=O)C=C(c2ccc(Br)cc2)CC1c1ccco1 (stereo unspecified),0.3,1307,0.3%,6.3,2.5,6.2,8%,i,-4,14%,-0.54,1591,-0.78,-0.2,-0.65,-0.11,0.2%
N#Cc1cccc2cnccc12,-3.3,1160,4.5%,5.5,3.1,7.0,9%,i,3,1%,-1.2,870,-1.1,-0.32,0.033,0.7,-2.4%
S=C(NCc1ccco1)N1CCN(c2nc(-c3ccccc3)cs2)CC1,-0.6,1080,-0.2%,2.3,1.7,8.9,1%,i,-9,-2%,-0.09,1474,-0.73,-0.26,-0.15,0.6,0.9%
COc1cc(C2C(N3C(=O)c4ccccc4C3=O)C(=O)N2c2cccc(C)c2)cc(OC)c1OC (stereo unspecified),-0.1,1155,/,3.3,1.8,2.6,-10%,i,3,-2%,/,/,0.15,-0.064,0.23,-0.58,-1.4%
CN1C(=O)CC(C(=O)O)SC1=Nc1cccc(C(F)(F)F)c1 (stereo unspecified),-6.7,1203,0.0%,2.8,2.1,11,-6%,i,1,11%,/,/,0.29,-0.19,0.39,-0.33,-1.6%
CCOc1cc(C2C(C#N)=C(N)OC(C)=C2C(C)=O)c(Br)c(Br)c1OC(C)C (stereo unspecified),0.5,1216,-0.5%,4.8,2.2,4.5,-3%,i,21,-2%,/,/,-0.3,-0.05,-0.3,-1.2,-3.7%
CCOC(=O)c1[nH]c2ccccc2c1NC(=O)NC(C)C,-1.5,1331,0.1%,/,/,/,/,/,/,/,0.01,1107,-0.21,-0.22,0.44,0.15,/
COc1ccc(-c2ccc(C#N)c(OC(=O)c3c(Cl)cccc3Cl)n2)cc1,0.7,1194,0.4%,2.5,3.0,1.7,7%,i,-3,0%,-0.64,1222,-0.39,-0.18,-0.36,0.23,11%
COc1ccc(S(=O)(=O)Nc2ccccc2C(F)(F)F)cc1,0.6,978,3.8%,3.3,1.3,5.4,-1%,i,-2,14%,1.1,1296,-0.68,-0.23,-0.61,-0.28,-3.3%
CCCn1c(SCC(=O)NC23CC4CC(CC(C4)C2)C3)n[nH]c1=O,1.9,1429,0.3%,2.7,2.0,3.8,7%,i,0,-4%,-0.38,1249,1.9,0.21,1,-1.8,-2.3%
C#CCNC(=O)c1ccc(OCc2ccccc2)cc1Cl,-0.2,990,-0.3%,2.2,2.9,10,12%,i,4,0%,0.44,829,1.6,-0.19,0.82,-1.3,/
COc1ccc(-c2csc(N(CC3CCCO3)C(=O)c3ccc(C)cc3)n2)cc1 (stereo unspecified),2.7,487,0.0%,1.9,1.8,6.8,10%,i,-2,0%,/,/,-0.32,-0.25,-0.17,0.9,2.3%
COC(=O)c1cc(F)c(-n2cncn2)c(F)c1,/,/,-2.2%,1.5,1.4,1.0,-5%,i,4,3%,/,/,-0.23,-0.23,-0.41,0.093,-0.2%
CC1CCCCN1C(=S)Nc1ccc(OC(F)F)cc1 (stereo unspecified),0.5,1005,2.3%,2.3,4.5,8.8,-4%,i,-13,-5%,-0.09,1483,-1.6,-0.06,-0.54,1.2,0.0%
CCOC(=O)c1n[nH]c(=O)c2ccccc12,-0.8,1063,/,3.6,2.3,9.6,2%,i,12,16%,-0.13,1226,0.15,-0.31,0.24,-0.26,-4.4%
CCn1c(C)cc(/C=C2\NC(=O)N(Cc3ccc(Cl)cc3)C2=O)c1C,/,/,5.5%,2.1,0.8,6.8,4%,i,12,14%,/,/,1.3,-0.21,0.91,-0.65,3.0%
CCOC(=O)c1[nH]ncc1CN1CCC(Cc2cccc(OC)c2)(C(=O)OCC)CC1,-0.6,1286,-0.2%[50 µM],/,/,/,-3%,/,/,1%,-0.27,1062,0.49,-0.21,0.71,-0.22,/
COc1ccc(NC(=O)c2cc(C(C)C)on2)c(OC)c1,2.6,1051,0.1%,5.7,2.1,7.5,4%,/,/,-13%,-0.24,1641,-1.1,-0.2,-0.56,0.056,/
CCc1nnc(NC(=O)c2ccc(S(=O)(=O)N3CCCc4ccccc43)cc2)o1,1.2,1133,5.7%,4.2,2.1,2.0,-9%,i,11,-15%,-0.82,1001,-0.47,0.092,-0.21,0.017,-2.8%
COc1ccc(/C=C/C(=O)c2ccc(O)cc2)cc1COc1ccc(F)cc1,-1.0,1385,8.4%,3.4,2.6,2.6,12%,i,6,9%,0.23,1383,-0.0039,-0.18,-0.14,0.073,-0.8%
CC1CCN(C(=O)Cn2nc(C(F)(F)F)c3c2CCCC3)CC1,-6.8,1060,-0.3%,4.1,2.5,3.0,8%,i,22,4%,-0.74,1293,-0.11,-0.28,0.3,-0.027,1.1%
CCOc1ccc2ccccc2c1C(=O)Nc1cc(=O)n(C)c(=O)n1C,0.6,1035,-0.7%,6.5,1.4,5.9,-3%,i,8,14%,-0.29,1183,-0.9,-0.21,-0.4,0.49,-1.9%
Cc1ccc(NC(=O)CCNCc2ccco2)cc1S(=O)(=O)N(C)C,0.1,1025,0.1%,3.9,1.8,9.0,-4%,i,19,-7%,0.39,1334,2,0.027,1.9,-2.5,-0.6%

# Further records:
SMILES,bCat nuc transl,bCat nuc transl cell count 5 µM,K1F lysis inhibition,MT stabilize HCS,MT stabilize HCS Hoechst-high %,MT stabilize HCS cytotoxicity %,P. falciparum M17LAP,Autophagy mod,Autophagy mod cell loss 18 h,P. falciparum M1AAP,Ins promoter up,Ins promoter up cell count,Dynein cargo inh,Dynein cargo inh cytoplasmic EGFP,Dynein cargo inh nuclear GR-EGFP,Dynein cargo inh cell count,ER stress rescue
Cc1cccc(-c2noc(-c3ccoc3C)n2)c1,-2.9,1104,0.3%,6.3,1.2,8.1,4%,i,-4,3%,-0.7,1626,-1.1,-0.34,0.081,1.3,-0.4%
O=C(CCc1nc2ccccc2s1)OCC(=O)c1ccccc1,1.0,1124,0.1%,5.0,2.1,7.0,8%,i,14,-2%,-0.62,1486,0.17,-0.25,-0.097,-0.14,-1.6%
CCS(=O)(=O)N1CCC(C(=O)NCc2cc(OC)ccc2OC)CC1,0.7,1155,0.2%,1.2,1.5,15,0%,i,-1,6%,0.14,993,0.12,-0.13,-0.09,0.37,-3.7%
Cc1nn(C)c(C)c1S(=O)(=O)N1CCC(C(=O)NCC2COc3ccccc3O2)CC1 (stereo unspecified),/,/,1.5%,3.9,2.5,7.6,17%,i,1,4%,1.3,903,-0.32,-0.2,0.024,0.027,-1.3%
Cn1c(=NC(=O)COc2ccccc2)sc2cccc(F)c21,-0.6,1379,0.0%,/,/,/,6%,/,/,-3%,1.7,857,1.2,-0.2,1.2,-1.5,/
OCCN1CCN(C(=S)c2ccc(Cl)cc2)CC1,0.2,941,0.8%,2.8,2.0,1.5,13%,i,-2,2%,0.04,1791,-1.1,-0.28,-0.73,1.5,-2.8%
CNC(=O)C1=C(C)NC(=S)NC1c1cccs1 (stereo unspecified),-1.9,1074,-0.4%,4.0,2.3,9.8,0%,i,-8,-3%,-0.02,1226,-0.46,-0.37,-0.025,1.1,-1.2%
CC(=O)c1cccc(NC(=S)NC(=O)c2cccc(Cl)c2)c1,-3.6,559,7.3%,1.7,2.7,2.9,3%,i,-11,4%,-0.06,1132,-1.2,-0.24,-0.43,1.3,-8.8%
Cc1cc(C)c(N=C2CCCN2Cc2ccccc2)c(C#N)c1,-2.3,1167,0.5%,3.3,2.1,4.7,-4%,i,-9,1%,-0.45,1044,-0.33,-0.28,-0.63,0.58,-0.7%
Cc1ccc(OCc2nnc(SCC(=O)C(C)(C)C)n2Cc2ccco2)cc1,-6.1,947,0.2%,2.6,2.4,13,5%,i,-1,0%,-0.86,761,0.0046,-0.48,0.25,0.087,3.9%
NC(=O)C1CCN(CC(O)CSc2ccccc2)CC1 (stereo unspecified),-1.3,1316,0.4%,/,/,/,22%,/,/,5%,1.4,1087,0.87,-0.24,0.97,-0.086,/
COc1ccc(OC)c(-c2cn(S(=O)(=O)c3ccccc3)nc2N)c1,/,/,6.4%,2.0,1.2,10,20%,i,-3,9%,/,/,0.037,-0.35,-0.21,0.67,-0.5%
CCOC(=O)/C(C#N)=C/c1cccc(C)c1,-4.0,1175,-1.7%[50 µM],/,/,/,0%,/,/,4%,0.08,1456,-1.2,-0.085,-0.56,1.3,/
CC(C)Cn1c(=O)c2c(nc3n2CCCN3CCc2ccccc2)n(C)c1=O,0.8,1155,-0.2%,1.9,0.7,9.0,8%,i,3,-1%,-4.1,1041,4.3,-0.047,1.7,-2.1,0.8%
